TrxR1 inh – qHTS Assay for Inhibitors of Mammalian Selenoprotein Thioredoxin Reductase 1 (TrxR1): qHTS; AID 588453, 2011; recombinant rTrxR1, NADPH fluorescence consumption, selenite substrate; Potency, µM (top dose mostly 114 µM), inactives show top-dose activity change, negative = inhibition, actives largely listed as inhibitors; actives 1% (n = 390,000); Thioredoxin reductase 1, cytoplasmic (Rattus norvegicus), O89049; note: potency is the fitted concentration of half-maximal effect; % is set by controls: 0 for no effect and ±100 for the full control effect; nearly all actives have a fitted effect of over 65% in size
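Rat TrxR1 (90 nM in the dispensed reagent) was pre-reduced with 400 uM NADPH for 5 min at room temperature, then incubated with compound for 15 min. After 400 uM selenite was added, NADPH fluorescence (Ex 340/Em 450 nm) was followed for 8 min.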
IDH1 R132H inh – qHTS for Inhibitors of mutant isocitrate dehydrogenase 1 (IDH1): qHTS. Isocitrate dehydrogenase [NADP] cytoplasmic (Homo sapiens), O75874. IDH1-R132H enzyme, NADPH consumption, diaphorase/resazurin fluorescence. Potency, µM (titrated, usually from 76.6 µM), without a hit: at the top dose activity change, negative = inhibition, most hits filed as inhibitors. actives 0.093% (n = 390,000). AID 602179, 2012; note: potency is the fitted concentration of half-maximal effect; % is set by controls: 0 for no effect and ±100 for the full control effect; nearly all actives have a fitted effect of over 65% in size
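IDH1-R132H (0.5 ug/mL dispensed) in pH 7.5 Tris buffer was preincubated 30 min with compound, then given a substrate mix of 0.016 mM NADPH and 2 mM alpha-KG for 80 min at room temperature; remaining NADPH was read by diaphorase/resazurin fluorescence.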
D2 antag – HTS Assay for Allosteric Antagonists of the Human D2 Dopamine Receptor: Primary Screen for Antagonists; AID 485344, 2010; actives 2% (n = 340,000); inhibition, % at 10 µM; HEK293 TREx D2 cells, calcium flux, dopamine EC80; D(2) dopamine receptor (Homo sapiens), P14416; in the data active = inhibition above about 30%; note: 0% is about no effect
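Overnight-induced (tetracycline, 30 C) HEK293 T-REx cells carrying force-coupled D2 receive a no-wash calcium dye, then compound, then EC80 dopamine at 180 s; signals are read kinetically throughout.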
USP1-UAF1 inh – Inhibitors of USP1/UAF1: Primary Screen; Ubiquitin carboxyl-terminal hydrolase 1 (Homo sapiens), O94782; recombinant USP1/UAF1, Ub-Rhodamine cleavage fluorescence; Potency, µM (top dose mostly 57.1 µM), without a hit: top-dose activity change, negative = inhibition, actives largely listed as inhibitors; actives 0.23% (n = 390,000); AID 743255, 2014; note: potency is the fitted concentration of half-maximal effect; % is set by controls: 0 for no effect and ±100 for the full control effect; nearly all actives have a fitted effect of over 60% in size; inactives centre near -12
Target sequence (O94782 whole entry, looked up): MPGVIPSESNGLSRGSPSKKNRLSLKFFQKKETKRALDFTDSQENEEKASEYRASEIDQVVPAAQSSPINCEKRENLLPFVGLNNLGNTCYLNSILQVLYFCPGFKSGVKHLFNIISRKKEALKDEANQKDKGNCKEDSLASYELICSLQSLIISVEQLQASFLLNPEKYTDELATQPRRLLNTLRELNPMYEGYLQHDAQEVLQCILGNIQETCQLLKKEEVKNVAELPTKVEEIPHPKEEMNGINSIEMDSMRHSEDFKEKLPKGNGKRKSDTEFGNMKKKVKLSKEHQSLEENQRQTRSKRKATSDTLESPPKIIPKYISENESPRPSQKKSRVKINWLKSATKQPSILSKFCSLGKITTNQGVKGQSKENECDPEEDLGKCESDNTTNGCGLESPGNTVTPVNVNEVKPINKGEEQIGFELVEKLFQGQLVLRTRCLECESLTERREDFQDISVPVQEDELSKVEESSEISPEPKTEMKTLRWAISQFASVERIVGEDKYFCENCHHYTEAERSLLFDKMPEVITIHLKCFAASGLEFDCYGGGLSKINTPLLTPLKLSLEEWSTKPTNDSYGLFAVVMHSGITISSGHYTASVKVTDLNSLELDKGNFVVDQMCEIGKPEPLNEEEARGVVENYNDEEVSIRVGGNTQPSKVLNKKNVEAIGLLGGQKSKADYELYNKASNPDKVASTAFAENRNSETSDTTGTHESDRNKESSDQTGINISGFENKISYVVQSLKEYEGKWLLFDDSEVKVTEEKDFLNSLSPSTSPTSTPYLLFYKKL
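Step one: compound is pinned into 1nM USP1/UAF1 in HEPES pH 7.8 buffer with TCEP. Step two: 15 min room-temperature incubation. Step three: Ub-Rho (150nM final) starts cleavage, tracked by fluorescence over six one-minute reads.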
PI4K2A block – qHTS for small molecular inhibitors of PI4K2A; activity change, negative = inhibition, % at 76.9 µM; Phosphatidylinositol 4-kinase type 2-alpha (Homo sapiens), Q9BTU6; AID 1346378, 2018; purified PI4K2A, ADP-Glo luminescence, 1 h; active compounds read low; actives 0.13% (n = 420,000); in the data active = activity change below about -50%; inconclusive = mostly about -30% to -49%;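 note: -100% = wells without enzyme as full effect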
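ADP-Glo luminescence measured ADP generated by PI4K2A enzyme (4 ug/mL before mixing) with 1.2 mM PI substrate (pre-mix) and 300 microM ATP (pre-mix). Tris pH7.5 buffer with MgCl2, Triton X-100; 1 h reaction at ambient temperature.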
TRHR enhancer – qHTS for Small Molecule Agonists and Allosteric Enhancers of Human TRH Receptor: Primary Screen for Enhancers | Thyrotropin-releasing hormone receptor (Homo sapiens), P34981 | TRHR cells, fluo-8 calcium fluorescence, EC20 TRH enhancement | enhancement, % at 2 µM | actives 0.66% (n = 360,000); in the data active = enhancement above about 30%; note: 0% is about no effect
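TRHR-expressing cells loaded with fluo-8 calcium dye were read kinetically (ex 480/em 530) during compound addition, then stimulated with an EC20 of TRH (10 nM final). Enhancement of the Gq-mediated intracellular calcium response was scored.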
TRHR agonist – qHTS for Small Molecule Agonists and Allosteric Enhancers of Human TRH Receptor: Primary Screen for Agonists | activation, % at 2 µM | actives 0.18% (n = 360,000) | AID 493084, 2011 | TRHR cells, calcium flux fluo-8, FDSS agonist mode; in the data active = activation above about 30%; note: 0% is about no effect
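Read-out: compound-evoked intracellular calcium rise in TRHR cells, fluo-8 dye, kinetic FDSS fluorescence at 1 s/cycle following a 10-cycle baseline. Cells cultured overnight before dye loading (30 min–1.5 h, RT).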
D2 agonist – HTS Assay for Allosteric Agonists of the Human D2 Dopamine Receptor: Primary Screen for Agonists; D(2) dopamine receptor (Homo sapiens), P14416; HEK293 T-REx D2 cells, calcium flux agonist mode; activation, % at 2 µM; actives 0.53% (n = 340,000);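 active = activation over 3 SD above normal in the single-dose calcium agonist read, cut at about 30% in these data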; note: 0% is about no effect
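HEK293 Trex D2 cells, tetracycline-induced, o/n 30 C 5% CO2; no-wash Ca dye, RT 30–90 min; 10-cycle baseline, 23 nl cpd added, kinetic Ca read 180 s; agonist hits = positive Ca response.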
TrxR1 substrate – qHTS Assay for Substrates of Mammalian Selenoprotein Thioredoxin Reductase 1 (TrxR1): qHTS; Thioredoxin reductase 1, cytoplasmic (Rattus norvegicus), O89049; purified TrxR1 substrate turnover, NADPH consumption readout; Potency, µM (top dose mostly 114 µM), for inactives: at the top dose activity change, negative = substrate turnover; actives 0.01% (n = 390,000); note: potency is the fitted concentration of half-maximal effect; % is set by controls: 0 for no effect and ±100 for the full control effect; nearly all actives have a fitted effect of over 50% in size
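Rat TrxR1, dispensed at 90 nM, was prereduced with 400 uM NADPH (final) for 5 min at ~22 deg C, then incubated with compound 15 min before 400 uM selenite. A first-read NADPH fluorescence drop versus no-compound background flagged substrates.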
An asterisk follows results filed as active; ? = inconclusive; · = not tested or not shown; [ ] = dose if it differs, or a comment. Unless noted, calls come from the whole dose curve; as a rule, active = well fitted inhibition curve with a large enough effect; inconclusive = small, poorly fitted or top-dose-only effect; inactive = no such curve, though single readings can be large or run the other way. Rows were taken by chance; about 3.9% have a hit in one of these screens.

#	Compound	IDH1 R132H inh	USP1-UAF1 inh	TrxR1 substrate	D2 antag	TRHR agonist	PI4K2A block	TrxR1 inh	D2 agonist	TRHR enhancer
1	O=C(O)c1ccccc1SCC(=O)N1CCOCC1	-9%	-21%	2%[57.1 µM]	-8	0.4	2	7%[57.1 µM]	1.0	-3
2	CSc1ccc(CN(C)C(C)C(=O)NCC2CCCCC2)cc1 (stereo not given)	0%	-15%	-9%	5	3.0	2	-8%	-1.1	9
3	COc1ccc(CCNC(=O)/C=C/c2ccc3ccccc3n2)cc1OC	0%	-18%	6%[57.1 µM]	4	0.8	10	23%[57.1 µM]	1.8	-3
4	Nc1[nH][nH]c(=O)c1N=Nc1cccc(Cl)c1	9%	-14%	-6%[57.1 µM]	2	-1.2	-1	13%[57.1 µM]	0.6	20
5	O=S(=O)(c1ccc(Br)c2ccccc12)N1CCCC1	-12%	-6%	6%[57.1 µM]	-1	0.2	7	16%[57.1 µM]	-0.2	26
6	COC(=O)c1ccc(CSc2nc(N3CCOCC3)c3c(c2C#N)CC(C)(C)OC3)o1	0%	-18%	-2%	-5	-1.0	6	-5%	0.8	1
7	CC(C(=O)NCc1ccc2c(c1)OCO2)c1ccc([N+](=O)[O-])cc1 (stereo not given)	6%	-10%	7%[57.1 µM]	21	13	3	10%[57.1 µM]	-0.1	-5
8	O=C(NCc1ccco1)c1cc(-c2cccs2)nc2ccccc12	0%	-14%	110%[activator]	14	-1.4	-5	16%	-1.9	-6
9	CCC(Sc1ccc(C(=O)O)cc1)C(=O)O (stereo not given)	-12%	-1%	-3%[57.1 µM]	15	-0.3	4	22%	1.9	0
10	C[C@@H]1CN([C@@H](C)CO)C(=O)c2cc(NC(=O)Nc3ccc(F)cc3)ccc2O[C@@H]1CN(C)Cc1ccc(Oc2ccccc2)cc1	-10%	-18%	1%[57.1 µM]	·	·	2	20%[57.1 µM]	·	·
11	COc1ccc(NC(=O)Nc2ccc3c(c2)CCC3)cc1OC	-3%	-25%	3%	6	0.1	3	27%	-0.5	-3
12	O=C(Nc1c(F)cccc1F)c1cnc(N2CCN(c3ccccn3)CC2)c2ccccc12	2%	-24%	140%[activator]	-6	-0.3	-4	86%[activator]	0.7	1
13	CC(C)Cn1c(N2CCN(CC(=O)Nc3ccc(Cl)cc3)CC2)nc2ccccc21	-6%	-15%	-3%	-3	-0.7	1	9%	-0.5	11
14	O=C1Nc2ccccc2N(O)N1c1ccc(S(=O)(=O)Nc2ccccn2)cc1	-3%	-3%	-3%	2	0.2	4	15%	-0.1	-4
15	CCc1cccc2c1NC(=O)C2(O)CC(=O)c1cccs1 (stereo not given)	10%	0%	-4%[57.1 µM]	1	1.4	0	17%[57.1 µM]	0.8	-9
16	COc1cc(C2C3=C(COC3=O)Oc3cc4c(cc32)OCO4)cc(OC)c1O (stereo not given)	4%	-14%	-10%	·	·	-2	-16%	·	·
17	O=C(N/N=C/C(Cl)=C/c1ccc([N+](=O)[O-])cc1)C(=O)Nc1ccc(C(=O)O)cc1	-6%	-17%	-11%	-37	-0.1	-2	?	-0.5	-4
18	Oc1c(CN2CCCCC2)cc(Br)c2cccnc12	3%	?	2%	-23	1.8	-20	?	0.8	0
19	O=C(O)c1ccc2c(c1)N(Cc1ccc(F)cc1)C(=O)c1ccccc1S2=O (stereo not given)	-4%	3%	-6%[57.1 µM]	·	-0.6	2	-2%[57.1 µM]	-0.9	-5
20	COc1ccc(CCNC(=O)CCCCCN2C(=O)c3ccccc3C2=O)cc1	8%	0%	3%	-7	-0.4	-4	24%	0.7	0

One compound at a time, as listed above.
`O=C(O)c1ccc2c(c1)N(Cc1ccc(F)cc1)C(=O)c1ccccc1S2=O` (stereo not given) is entered as IDH1 R132H inh = -4%; USP1-UAF1 inh = 3%; TrxR1 substrate = -6%[57.1 µM]; D2 antag = ·; TRHR agonist = -0.6; PI4K2A block = 2; TrxR1 inh = -2%[57.1 µM]; D2 agonist = -0.9; TRHR enhancer = -5
`O=C(N/N=C/C(Cl)=C/c1ccc([N+](=O)[O-])cc1)C(=O)Nc1ccc(C(=O)O)cc1` is entered as IDH1 R132H inh = -6%; USP1-UAF1 inh = -17%; TrxR1 substrate = -11%; D2 antag = -37; TRHR agonist = -0.1; PI4K2A block = -2; TrxR1 inh = ?; D2 agonist = -0.5; TRHR enhancer = -4
`CCc1cccc2c1NC(=O)C2(O)CC(=O)c1cccs1` (stereo not given) is entered as IDH1 R132H inh = 10%; USP1-UAF1 inh = 0%; TrxR1 substrate = -4%[57.1 µM]; D2 antag = 1; TRHR agonist = 1.4; PI4K2A block = 0; TrxR1 inh = 17%[57.1 µM]; D2 agonist = 0.8; TRHR enhancer = -9

More records follow:
#	Compound	IDH1 R132H inh	USP1-UAF1 inh	TrxR1 substrate	D2 antag	TRHR agonist	PI4K2A block	TrxR1 inh	D2 agonist	TRHR enhancer
21	CCOc1cc(C(=O)Nc2ccc(S(=O)(=O)Nc3nnc(CC)s3)cc2)cc(OCC)c1OCC	7%	-21%	4%	1	0.1	3	19%	0.4	3
22	COc1ccc(C(=O)NC2CC2)cc1OC1CCN(Cc2cnn(C)c2)CC1	-4%	-9%	-5%	-6	0.5	-2	-15%	0.3	1
23	COc1ccccc1OCCOc1ccc(/C=C2/C(=N)N3OC(C)=CC3=NC2=O)cc1OC	-4%	-4%	10%[57.1 µM]	·	·	4	16%[57.1 µM]	·	·
24	CC(=O)Nc1ccc(S(=O)(=O)Nc2ccc3c(c2)OCO3)cc1	2%	-19%	-3%	6	-0.2	2	-4%	-0.1	-1
25	COC(=O)c1cc(NS(=O)(=O)c2ccc(N3CCOCC3)c([N+](=O)[O-])c2)cc(C(=O)OC)c1	-7%	-18%	-11%	-5	0.2	-1	-9%	1.4	3
26	CN(CCc1ccccn1)C(=O)CCNC(=O)Cn1cnc2ccccc2c1=O	-2%	-1%	4%[57.1 µM]	6	0.3	2	8%	0.7	-6
27	C/C(=N\Nc1ncc(Cl)cc1Cl)c1ccc2c(c1)OCO2	0%	-9%	0%	-8	0.5	-2	-3%	-0.8	-1
28	CCCn1c(N)c(C(=O)CSc2nnc3ccccn23)c(=O)[nH]c1=O	-1%	1%	2%[11.4 µM]	·	·	6	-3%[11.4 µM]	·	·
29	CC(C)CN(CC(C)C)S(=O)(=O)N1CCC(C(=O)NCc2cccs2)CC1	9%	-7%	5%	4	-0.6	2	1%	-0.3	-9
30	CS(=O)(=O)NCCn1ccc2ccccc21	10%	-17%	3%	-4	0.2	-3	28%	0.5	-1
31	CC(=O)c1ccc(OCC(=O)Nc2ccccc2C(=O)NC2CC2)cc1	3%	-25%	0%	2	-0.5	0	3%	-0.4	-4
32	Cc1nc2ccccc2n1/C(=N/S(=O)(=O)c1ccc(Br)cc1)c1ccccc1	·	·	·	-11	0.6	·	·	-0.1	4
33	COc1ccc(NS(=O)(=O)c2ccc(C(=O)N3CCCCCC3)cc2)cc1	6%	-2%	-5%[57.1 µM]	·	·	-1	9%[2.29 µM]	·	·
34	COc1ccccc1-n1cc(-c2ccc([N+](=O)[O-])cc2)[nH]c1=S	0%	-8%	-3%	·	-0.2	5	11%	·	-1
35	O=C1NC(c2ccccc2)=C(c2ccc3ccccc3n2)C(c2ccc(F)cc2)N1 (stereo not given)	-9%	-11%	-2%	6	-2.3	-2	16%	4.8	3
36	C=CCCC(=O)N1CCC(Oc2cccc(C(=O)NCc3ccccn3)c2)CC1	1%	-11%	-13%	-10	-0.3	4	-16%	0.7	-4
37	Cc1nnc(NC(=O)C2CC(=O)N(Cc3ccccc3)C2)s1 (stereo not given)	-20%	-11%	4%	4	0.0	3	12%	1.3	0
38	CCN1CCN(CCC(=O)Nc2ccccc2C)CC1	1%	-4%	-8%[57.1 µM]	18	0.3	5	1%[57.1 µM]	0.1	1
39	CCNc1nc(NCC)n2c(SCC(=O)Nc3ccc(Br)cc3F)nnc2n1	-6%	-13%	6%[57.1 µM]	9	-0.3	2	19%[57.1 µM]	0.4	6
